Assay outcomes deposited in PubChem by The Scripps Research Institute Molecular Screening Center.
TEAD-YAP block: TEAD-YAP interaction inhibition | HEK-TIYL cells, TEAD-Gal4/YAP UAS-luciferase luminescence | inhibition, % at 9.12 µM | 1.4% of 640,000 active; in the data active = inhibition above about 32%;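 note: 0% = median of test compound wells and 100% = reference inhibitor wells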
MITF inh: inhibitors of human MITF; O75030; 0.91% of 650,000 active; AlphaScreen MITF homodimerization, bead proximity signal; inhibition, % at 2.6 µM; in the data active = inhibition above about 50%;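 note: 0% = vehicle wells with protein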
Target sequence (O75030 whole entry, looked up): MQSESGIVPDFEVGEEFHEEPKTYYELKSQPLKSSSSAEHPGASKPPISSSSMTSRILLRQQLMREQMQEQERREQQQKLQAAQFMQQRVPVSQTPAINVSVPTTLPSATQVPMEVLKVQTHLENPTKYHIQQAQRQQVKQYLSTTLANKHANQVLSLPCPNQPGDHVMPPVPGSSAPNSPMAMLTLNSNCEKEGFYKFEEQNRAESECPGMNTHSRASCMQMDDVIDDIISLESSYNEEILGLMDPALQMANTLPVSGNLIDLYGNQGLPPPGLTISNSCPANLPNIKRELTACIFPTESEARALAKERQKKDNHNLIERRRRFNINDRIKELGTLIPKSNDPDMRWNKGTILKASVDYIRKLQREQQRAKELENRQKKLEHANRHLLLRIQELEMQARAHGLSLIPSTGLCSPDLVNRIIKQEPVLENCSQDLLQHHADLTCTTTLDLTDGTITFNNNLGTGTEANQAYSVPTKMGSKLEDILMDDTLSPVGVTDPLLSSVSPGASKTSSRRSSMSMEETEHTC
FBW7 act: activators of human E3 ligase FBW7 | 0.13% of 650,000 active | AlphaScreen FBW7–phospho-cyclin E peptide binding, activator screen | normalized activity (activation), % at 26.1 µM | Q969H0; in the data active = normalized activity above about 1.9%;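 note: purified mutant Fbw7 with reduced substrate affinity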
GPR151 ag: activators of human GPR151; activation, % at 11.2 µM; Q8TDV0; 1% of 650,000 active; PathHunter beta-arrestin GPR151 cells, luminescence; in the data active = activation above about 4.9%;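 note: 0% = median of compound wells and 100% = cells with positive control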
Target sequence (Q8TDV0 whole entry, looked up): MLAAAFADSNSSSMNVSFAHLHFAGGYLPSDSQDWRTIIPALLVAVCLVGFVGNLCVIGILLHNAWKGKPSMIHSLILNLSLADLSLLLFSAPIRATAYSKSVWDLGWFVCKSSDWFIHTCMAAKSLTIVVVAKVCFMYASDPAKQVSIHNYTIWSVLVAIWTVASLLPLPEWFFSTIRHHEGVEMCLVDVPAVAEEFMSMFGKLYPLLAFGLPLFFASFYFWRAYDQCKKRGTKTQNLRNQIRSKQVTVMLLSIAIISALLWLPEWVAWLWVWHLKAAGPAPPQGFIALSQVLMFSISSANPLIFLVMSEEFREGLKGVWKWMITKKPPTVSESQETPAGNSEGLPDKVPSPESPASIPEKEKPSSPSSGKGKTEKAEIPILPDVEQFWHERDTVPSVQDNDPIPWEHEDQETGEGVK
An asterisk follows results filed as active; x = not tested or not shown.

SMILES | TEAD-YAP block | MITF inh | FBW7 act | GPR151 ag
Cc1ccnc(NS(=O)(=O)c2ccc(NC(=O)Cc3ccc(Cl)cc3)cc2)n1 | 8 | 7 | 0.1 | 0.3
COc1cc(C(=O)Nc2nc3c(OC)cccc3s2)cc(OC)c1OC | -1 | -6 | -0.5 | 2.1
O=C(CC1c2ccccc2Oc2ccccc21)Nc1ccc(NC(=O)C23CC4CC(CC(C4)C2)C3)cc1 | -18 | 3 | 0.2 | 0.4
CCOC(=O)CC(=O)CSc1nc2c(sc(=S)n2-c2ccccc2C)c(=O)n1-c1ccccc1 | -1 | 12 | 0.1 | 0.6
COC(=O)C1=CN(Cc2ccc(F)cc2)C=C(C(=O)OC)C1c1ccccc1Br | 6 | -3 | 1.1 | -1.7
Cc1cc(NC(=O)c2ccc(NC(=O)CC(C)C)cc2)no1 | 3 | -11 | 0.0 | -0.2
CCOc1ccc2sc(NC(=O)NCCN3C(=O)C4C5C=CC(C5)C4C3=O)nc2c1 (stereo not given) | -2 | -7 | -0.1 | 0.0
O=C(Nc1cccnc1)c1cccc(S(=O)(=O)N2CCCC2)c1 | 9 | 7 | 0.1 | -2.0
CNC(=O)c1c(O)c2cccc3c2n(c1=O)CC3 | -9 | -3 | -0.1 | 0.0
CCOC(=O)c1sc(N2C(=O)C(=O)/C(=C(/O)c3ccc(C)cc3)C2c2ccc(C(C)C)cc2)nc1C (stereo not given) | 3 | -4 | 0.0 | -1.2
COc1ccccc1CNc1nc2ccccc2n2cnnc12 | -5 | -3 | 0.7 | 0.2
Clc1ccc(-n2cc(-c3ccccc3)c3c(NCc4ccccc4)ncnc32)cc1 | 8 | 12 | 0.9 | -1.7
CC1(C)CC(=O)c2c(-c3ccc(Br)cc3)n[nH]c2C1 | -51 | 2 | 0.8 | 1.4
COc1ccc(C2CC(c3ccc(Br)cc3)=NN2S(=O)(=O)c2ccccc2)cc1OC (stereo not given) | -9 | 0 | -0.1 | 0.7
CCOC(=O)C1C(=O)C=C(/C=C/c2cccs2)CC1c1ccccc1 (stereo not given) | -10 | 19 | 1.1 | -0.1
COc1ccc(C(=O)NC(c2ccco2)c2cc(Cl)c3cccnc3c2O)cc1 (stereo not given) | 1 | 11 | 0.0 | -1.4
COc1ccc(NS(=O)(=O)c2ccc(NS(=O)(=O)c3ccc(F)cc3)cc2)cc1 | 5 | 4 | 0.0 | 1.5
O=C(CSc1nnc(-c2ccc([N+](=O)[O-])cc2)o1)NC1CCCCC1 | -5 | 7 | 0.1 | 3.4
COc1ccc(N2C(=O)/C(=C/c3cn(CC(=O)O)c4ccccc34)C(=O)NC2=S)cc1 | 10 | 10 | 0.7 | 0.3
Cc1c(C(=O)Nc2ccc(F)cc2)sc2ncnc(N3CCc4ccccc4C3)c12 | 0 | -2 | -0.2 | 0.5
Cn1c(=O)n(Cc2ccco2)c(=N)c2c3c(sc21)CCC3 | 4 | 4 | 0.0 | -1.2
CCCN(CC1CC1)c1cccc(C(=O)O)n1 | 4 | 1 | -0.1 | 1.4
Cc1ccc2nc(NNC(=O)c3nc4ccccc4s3)sc2c1 | -15 | 3 | -0.4 | -1.0
COc1ccc(OC)c(C2C(C(=O)c3ccco3)=C(O)C(=O)N2c2cc(C)on2)c1 (stereo not given) | 10 | -12 | 0.1 | 3.8
Cc1nc2sccn2c1CN1CCC2(CCC(CNC(=O)c3ccco3)O2)CC1 (stereo not given) | 5 | 7 | 0.9 | -0.2
O=C(CCCN1C(=O)c2cccc3cccc(c23)C1=O)N1CCN(C/C=C/c2ccccc2)CC1 | -3 | -4 | -0.2 | -1.3
O=C(Cc1ccccc1)NCc1n[nH]c(=S)n1-c1ccc(F)cc1 | 1 | 5 | 0.6 | 0.4
O=C(O)C1=C(c2ccccc2)OCCS1 | 5 | 5 | 0.1 | -0.3
CCCC(=O)Nc1ccc(C(=O)N2CCN(c3cccc(Cl)c3)CC2)cc1 | -8 | 12 | 0.3 | 6.3*
Cc1ccc(NC(=O)NCCC2CCCCN2S(=O)(=O)c2ccccc2)cc1 (stereo not given) | -24 | 1 | -0.1 | -0.5
COCCn1nnnc1C(c1ccc2ncccc2c1)N1CCN(C(=O)c2ccco2)CC1 (stereo not given) | -5 | -2 | -0.1 | 0.9
CC(C)NC(=O)Cn1c(CO)cnc1SCc1ccccc1Cl | -12 | 1 | 0.1 | 1.4
Cc1ccccc1Cn1c(=N)n(CC(=O)c2ccco2)c2ccccc21 | 5 | -18 | 0.0 | 3.5
O=C(O)CC(NC(=O)CCCCCN1C(=O)c2ccccc2C1=O)c1ccc(Cl)cc1 (stereo not given) | 11 | -3 | 0.0 | 0.8
O=C(NCc1nc2ccccc2[nH]1)c1cccc(-c2cccs2)c1 | 3 | 14 | -0.1 | 2.8
C/C(=N\Nc1ccc(S(N)(=O)=O)cc1[N+](=O)[O-])c1cccnc1 | 11 | 4 | -0.1 | 1.4
CC(C)N1C(=O)CCNc2ccccc21 | 6 | 1 | 0.3 | 0.2
COc1ccc(-c2cc3ccc(O)c(CN4CCN(C)CC4)c3oc2=O)cc1 | -8 | -6 | 0.2 | -1.1
CCN(Cc1ccccc1)S(=O)(=O)c1ccc(F)c(C(=O)Nc2c(C)cc(C)cc2C)c1 | -8 | -2 | 0.0 | 1.7
COc1cc(NC(=O)CSc2ccc(Cl)cc2)ccc1NC(=O)c1ccco1 | 4 | -1 | 0.6 | 1.8
O=C(c1c(O)c2cccc3c2n(c1=O)CCC3)N1CCN(Cc2ccccc2)CC1 | 5 | 4 | 0.1 | -0.6
CCN(CC)S(=O)(=O)c1cccc(C2=N/C(=C\c3ccc(C#N)cc3)C(=O)O2)c1 | 2 | 14 | 0.0 | -0.2
O=C(Nc1ccc(-c2nc3ccccc3o2)c(O)c1)c1cc2ccccc2o1 | 6 | -9 | 0.0 | 0.0
COc1ccc(C(c2nnnn2C(C)C)N2CCN(Cc3ccccc3)CC2)cc1 (stereo not given) | 2 | -1 | 0.2 | -1.3
O=C(NC(Cc1c[nH]c2ccccc12)C(=O)O)/C(=C\c1ccccc1)NC(=O)c1ccccc1 (stereo not given) | -3 | 4 | -0.3 | -0.2
O=C(CSc1nc2sc3c(c2c(=O)n1-c1ccccc1)CCCC3)NCCCN1CCOCC1 | 2 | 3 | 0.4 | -0.5
COc1ccc(C2=NN(c3ccccc3)C(=O)/C2=C\c2ccc(OC)cc2OC)cc1 | -3 | -1 | -0.1 | 0.1
Cc1nn(C)cc1CNc1nc(C)c(-c2ccn(CCc3cccs3)n2)s1 | 3 | 14 | 0.0 | 0.0
COc1cccc(N(CC(=O)Nc2cc(Cl)ccc2C)S(C)(=O)=O)c1 | -4 | -31 | -0.1 | -0.4
COC(=O)CNS(=O)(=O)c1cccs1 | 8 | -12 | -0.2 | -2.5
CC(=O)NC1C(Oc2ccc([N+](=O)[O-])cc2)OC(CO)C(O)C1O (stereo not given) | 4 | -13 | 0.0 | 2.9
CCOC(=O)c1c(CSc2ccccc2)n(-c2ccccc2)c2ccc(O)c(CN(C)C)c12 | 9 | 11 | 0.5 | 2.4
CCn1c(CSc2nnc3nc(C)cc(C)n23)nc2cc(S(=O)(=O)N(C)C)ccc21 | 7 | 1 | 0.0 | 2.4
Cc1ccc(N(C)C(=O)CN(C)S(=O)(=O)c2ccc3c(c2)n(C)c(=O)c(=O)n3C)cc1 | -11 | 18 | 0.1 | 0.1
N#C/C(=C/c1ccc(F)cc1)c1ccc(C#N)cc1 | -8 | 10 | 0.2 | 8.3*
CCCCC[C@H](O)/C=C/C=C\CCCCCCCCCC(=O)O | x | -16 | x | -1.4
COc1cc(/C=C2/C(C)=C(C#N)c3nc(N)c(C#N)c(C)c32)c([N+](=O)[O-])cc1OC | 6 | 12 | 0.9 | 1.1
O=C(Oc1ccc2c(c1)C(=O)c1cc(OC(=O)c3cccnc3)ccc1-2)c1cccnc1 | -15 | 6 | 0.0 | -0.6
Cc1ccc(NC(=O)C(=O)NC2CC2)cc1Cl | -21 | 20 | 0.4 | -1.0
O=S(=O)(c1ccsc1)N1CCCC(N2CCN(c3ccccc3)CC2)C1 (stereo not given) | 7 | 6 | -0.1 | -1.2
Next part.
SMILES | TEAD-YAP block | MITF inh | FBW7 act | GPR151 ag
Cc1nc2cc(COC(=O)c3ccccc3[N+](=O)[O-])ccc2s1 | -6 | -5 | 0.3 | -0.8
C=CC1CC2(CCN1c1c(C)cccc1NC(=O)c1ccc(Br)o1)OCCO2 (stereo not given) | -3 | -2 | 0.0 | 0.5
CN1/C(=C\C(=O)CSc2nnc(N)s2)C(C)(C)c2ccccc21 | -1 | 9 | 0.1 | 0.4
C/C(=N/NC(=O)CNC(=O)c1ccccc1Br)c1ccc(O)cc1O | -7 | 8 | -0.5 | 0.1
COc1ccc(OC)c(NC(=O)/C=C/c2ccc(OC)c(OC)c2)c1 | 0 | 7 | 0.3 | -1.6
Cn1c(=O)c2c(Nc3ccccc3F)ccnc2n(C)c1=O | 8 | 4 | 0.1 | 0.8
COC(=O)c1sc2ccccc2c1NC(=O)c1ccc(Oc2ccccc2)cc1 | 3 | -13 | 0.1 | 10*
COc1ccc(C(=O)NNC(=O)CCC(=O)O)cc1I | -6 | -10 | 0.2 | 0.6
CCOC(=O)C1CCN(c2c(N3CCN(c4ccccc4OC)CC3)c(=O)c2=O)CC1 | 0 | 1 | -0.1 | -0.5
NC(=O)C1(N2CCCCC2)CCN(c2nc(-c3ccc(Br)cc3)cs2)CC1 | 10 | 11 | 0.6 | -0.5
C=CCn1c(=O)/c(=C/c2c(F)cccc2F)s/c1=C(/C#N)C(=O)N1CCCC1 | -3 | -2 | -0.1 | -0.8
N#Cc1ccc(CO/N=C(\N)c2nonc2N)cc1 | -58 | -1 | -0.1 | -6.1
CCOC(=O)c1ccc(CN(Cc2ccc(C)cc2)S(=O)(=O)c2cccc(Cl)c2C)cc1 | -3 | 14 | 0.2 | 0.2
COc1ccc(CCNC(=O)CSc2nc3[nH]ncc3c(=O)n2-c2ccccc2Br)cc1OC | 17 | -10 | 0.0 | 0.7
CCOC(=O)C(N)Cc1ccc(O)c([N+](=O)[O-])c1 (stereo not given) | -2 | 13 | 0.2 | 3.2

Rewritten with values under each structure: 2 of the compounds above.
Below each SMILES – TEAD-YAP block | MITF inh | FBW7 act | GPR151 ag
Cc1nc2cc(COC(=O)c3ccccc3[N+](=O)[O-])ccc2s1
 : -6 | -5 | 0.3 | -0.8
C=CC1CC2(CCN1c1c(C)cccc1NC(=O)c1ccc(Br)o1)OCCO2 (stereo not given)
 : -3 | -2 | 0.0 | 0.5

(cont.)
SMILES | TEAD-YAP block | MITF inh | FBW7 act | GPR151 ag
CCOC(=O)c1c(-c2ccc(OC)cc2)csc1/N=C/C1C(=O)CCCC1=O | -8 | 21 | 0.2 | -1.7
O=C(c1cc(-c2ccccc2)n[nH]1)N1CCN(c2cc(-c3ccccc3)ncn2)CC1 | -12 | 6 | 0.1 | 4.7
FC(F)(F)COc1nc(N2CCCCC2)nc(N(c2ccccc2)c2ccccc2)n1 | 2 | 16 | 0.5 | -0.3
Cn1c(=O)oc2cc(S(=O)(=O)N3CCCC(C(=O)N4CCOCC4)C3)ccc21 (stereo not given) | -8 | -14 | -0.1 | 4.4
CCC(=O)Nc1cc(Sc2nc3ccccc3s2)cc([N+](=O)[O-])c1 | 3 | 2 | -0.1 | 1.7
Cc1ccccc1Cn1c(N2CCN(C)CC2)nc2c1c(=O)[nH]c(=O)n2C | -7 | 9 | 0.0 | -0.4
CCOC(=O)C1(Cc2ccc(Cl)cc2)CCN(C(C)COC)CC1 (stereo not given) | 5 | 6 | 0.1 | -0.4
CCOc1ccc(S(=O)(=O)N(CC)CC)cc1NC(=O)c1cc(F)c(F)c(F)c1F | 2 | 3 | 0.0 | -1.3
C=C(C)C1CCC2(C)OC(=O)N(CCOC=O)C12C (stereo not given) | 0 | -2 | 0.0 | -0.3
N#Cc1cc2c(nc1SCC(=O)Nc1nccs1)CCCCC2 | 21 | 2 | -0.1 | 0.8

Compounds above with fluorine, in the order listed:
SMILES | TEAD-YAP block | MITF inh | FBW7 act | GPR151 ag
COC(=O)C1=CN(Cc2ccc(F)cc2)C=C(C(=O)OC)C1c1ccccc1Br | 6 | -3 | 1.1 | -1.7
COc1ccc(NS(=O)(=O)c2ccc(NS(=O)(=O)c3ccc(F)cc3)cc2)cc1 | 5 | 4 | 0.0 | 1.5
Cc1c(C(=O)Nc2ccc(F)cc2)sc2ncnc(N3CCc4ccccc4C3)c12 | 0 | -2 | -0.2 | 0.5
O=C(Cc1ccccc1)NCc1n[nH]c(=S)n1-c1ccc(F)cc1 | 1 | 5 | 0.6 | 0.4
CCN(Cc1ccccc1)S(=O)(=O)c1ccc(F)c(C(=O)Nc2c(C)cc(C)cc2C)c1 | -8 | -2 | 0.0 | 1.7
N#C/C(=C/c1ccc(F)cc1)c1ccc(C#N)cc1 | -8 | 10 | 0.2 | 8.3*
Cn1c(=O)c2c(Nc3ccccc3F)ccnc2n(C)c1=O | 8 | 4 | 0.1 | 0.8
C=CCn1c(=O)/c(=C/c2c(F)cccc2F)s/c1=C(/C#N)C(=O)N1CCCC1 | -3 | -2 | -0.1 | -0.8
FC(F)(F)COc1nc(N2CCCCC2)nc(N(c2ccccc2)c2ccccc2)n1 | 2 | 16 | 0.5 | -0.3
CCOc1ccc(S(=O)(=O)N(CC)CC)cc1NC(=O)c1cc(F)c(F)c(F)c1F | 2 | 3 | 0.0 | -1.3
